# EBI2 antag – antagonists of human EBI2 receptor; EBI2 beta-arrestin recruitment, luminescence, 7a,25-OHC stimulated; inhibition, % at 5 µM; actives 0.81% (n = 360,000); in the data active = inhibition above about 38%;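 also: enzyme fragment complementation signal reports receptor beta-arrestin coupling in cells; 0% = agonist plus DMSO wells and 100% = wells without agonist; some results beyond the cut were filed as inactive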
# Target sequence (P32249 whole entry, looked up, the tested form may be a part): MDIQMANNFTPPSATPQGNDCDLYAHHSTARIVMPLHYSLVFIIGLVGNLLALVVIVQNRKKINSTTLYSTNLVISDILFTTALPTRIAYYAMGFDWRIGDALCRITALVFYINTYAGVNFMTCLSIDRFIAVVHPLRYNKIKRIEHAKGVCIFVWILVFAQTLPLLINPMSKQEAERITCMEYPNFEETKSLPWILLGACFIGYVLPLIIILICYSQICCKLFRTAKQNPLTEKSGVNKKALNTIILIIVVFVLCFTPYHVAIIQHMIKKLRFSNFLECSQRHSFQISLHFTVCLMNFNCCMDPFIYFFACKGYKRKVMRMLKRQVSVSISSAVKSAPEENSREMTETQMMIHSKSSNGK
# CCR6 antag – antagonists of human CCR6 receptor; P51684; CHO-K1 CCR6 PathHunter beta-arrestin, luminescence, CCL20-stimulated; inhibition, % at 20 µM; actives 0.49% (n = 340,000);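 active = compounds whose inhibition of the agonist-driven luminescence signal at 20 µM reaches about 50%, limit read from the data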;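 also: cells stimulated with CCL20 at 14 nM final; plate controls were DMSO with CCL20 for no effect and DMSO without agonist for full effect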
# Target sequence (P51684 whole entry, looked up): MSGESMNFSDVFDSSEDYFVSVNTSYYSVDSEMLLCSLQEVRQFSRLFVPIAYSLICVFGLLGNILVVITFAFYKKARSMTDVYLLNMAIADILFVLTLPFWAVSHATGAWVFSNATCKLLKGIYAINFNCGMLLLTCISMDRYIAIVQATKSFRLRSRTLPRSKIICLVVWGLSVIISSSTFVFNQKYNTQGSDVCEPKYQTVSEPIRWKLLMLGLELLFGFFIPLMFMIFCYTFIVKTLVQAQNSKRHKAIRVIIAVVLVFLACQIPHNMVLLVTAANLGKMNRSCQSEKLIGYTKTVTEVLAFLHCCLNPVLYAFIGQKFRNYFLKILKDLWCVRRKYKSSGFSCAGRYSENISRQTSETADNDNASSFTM
# Gli-Sufu block – Gli-Sufu pathway antagonism; Sufu-KO-LIGHT fibroblasts, Gli luciferase reporter luminescence; inhibition, % at 5 µM; actives 0.74% (n = 340,000); AID 588413;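 active = inhibition above about 55%, limit read from the data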;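 also: 0% = DMSO-treated cells and 100% = wells with medium but no cells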
# Jurkat NFkB inh – inhibitors of the PMA/ionomycin-induced NF-kB reporter in Jurkat cells; actives 0.53% (n = 330,000); inhibition, % at 4 µM; PMA/ionomycin-induced NF-kB luciferase reporter, luminescence; in the data active = inhibition above about 50%
# UPR XBP1 act – adaptive UPR (XBP1) activation; CHO-XBP1 luciferase reporter, IRE1-XBP1 UPR activation, luminescence; percent of tunicamycin response, DMSO as zero; activation, % at 20 µM; actives 0.33% (n = 330,000);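 active = versus positive control, 20 µM dose yields 30% or more activation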;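 also: 100% = tunicamycin at 10 µg/mL and 0% = DMSO only wells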
#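 incubation = overnight seeding at 37 °C, 6 h compound treatment at 37 °C | assay system = CHO-XBP1 cells stably carrying IRE1-XBP1-driven luciferase reporter | input = 1000 cells per well | detection = luciferase luminescence | dosing = single point, 20 µM final compound, 1% DMSO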
# CXCR6 inh – blocks human CXCR6 beta-arrestin recruitment. CHO-K1 PathHunter CXCR6 beta-arrestin, luminescence. inhibition, % at 20 µM. actives 0.36% (n = 360,000). AID 602244; in the data active = inhibition above about 34%, passing the limit was not always enough;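 also: antagonist mode with CXCL16 agonist at 10 nM final; 0% = 10 nM CXCL16 with DMSO and 100% = unstimulated wells without agonist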
# Target sequence (O00574 whole entry, looked up): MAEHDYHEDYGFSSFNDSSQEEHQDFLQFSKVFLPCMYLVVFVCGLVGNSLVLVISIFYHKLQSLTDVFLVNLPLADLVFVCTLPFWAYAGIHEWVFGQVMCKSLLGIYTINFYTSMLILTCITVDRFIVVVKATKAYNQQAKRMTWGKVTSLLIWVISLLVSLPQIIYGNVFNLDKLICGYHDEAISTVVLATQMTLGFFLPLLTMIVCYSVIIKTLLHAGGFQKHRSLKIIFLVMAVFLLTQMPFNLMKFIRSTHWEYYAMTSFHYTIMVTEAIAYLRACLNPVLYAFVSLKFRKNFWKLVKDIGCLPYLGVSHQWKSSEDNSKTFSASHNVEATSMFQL
# CHOP UPR activ – activators of apoptotic arm of unfolded protein response (CHOP); CHO-CHOP luciferase reporter, UPR activation, luminescence; percent of tunicamycin response over DMSO baseline; activation, % at 10 µM; actives 0.34% (n = 330,000);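 active = at 10 µM dose, activation of 40% or more, normalized to positive control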;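 also: 100% = tunicamycin at 10 µg/mL and 0% = DMSO alone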
#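 measured by = luciferase luminescence | assay system = CHO-CHOP cells, stable luciferase reporter of PERK-eIF2a-CHOP signalling | amount = 500 reporter cells seeded per well | timing = 6 h compound exposure at 37 °C after overnight seeding | controls = positive tunicamycin 10 µg/mL, negative DMSO alone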
# 697 NFkB inh – lowers PMA/ionomycin-induced NF-kB signal in 697 B cells. AID 435022. actives 0.33% (n = 330,000). 697 B-cell NF-kB luciferase reporter, 16 h. inhibition, % at 4 µM; in the data active = inhibition above about 35%
# Mdm2-MdmX inh – disrupts the human Mdm2-MdmX interaction. AID 485346. inhibition, % at 8 µM. SaOS-2 split-luciferase Mdm2/MdmX complementation, luminescence. actives 3% (n = 330,000);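 active = inhibition of at least 50% at 8 µM in the primary screen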
# Numbers without * were called inactive; . = not tested or not shown.
Structure	CXCR6 inh	Mdm2-MdmX inh	CCR6 antag	EBI2 antag	CHOP UPR activ	Jurkat NFkB inh	697 NFkB inh	UPR XBP1 act	Gli-Sufu block
CC1=Nn2c(nnc2-c2cc(-c3ccccc3)n[nH]2)SC1	-6	9	21	4	-1.2	8	12	-2	.
CN1CCN(c2ccc(S(=O)(=O)Nc3ccccc3)cc2[N+](=O)[O-])CC1	0	10	19	-1	-2.0	6	-17	-2	45
Cn1c(SCC(=O)Nc2ccc(NC(=O)c3cccc(F)c3)cc2)nnc1-c1ccncc1	-6	26	13	0	0.5	-2	-1	2	9
O=C(Nc1nncs1)C1COc2ccccc2O1 (configuration not stated)	-2	-23	-6	1	-0.4	-17	-19	0	-15
CCOC(=O)C1=NN(C(=O)Cc2ccccc2)C(O)(c2ccc(Cl)cc2)C1 (configuration not stated)	-3	-13	16	1	5.7	1	4	-1	3
Cc1nnc(N(CCC#N)CCC#N)s1	-15	22	-10	4	-0.8	7	2	-5	17
CCc1ccc(OCC(=O)NNC(=O)C2CCC2)cc1	-14	11	-1	-9	-1.5	5	-13	1	-4
O=C(N/N=C/c1cc2c(cc1Br)OCO2)c1cc2ccccc2o1	-10	-11	11	11	7.8	-27	-21	3	-59
CCCNC(=O)COc1ncnc2sc(C)c(C)c12	-10	-1	-2	-11	3.5	-10	12	-1	-1
Cc1ccc2c(c1)C(=O)C(=O)N2Cc1ccc(Cl)cc1	16	68*	35	-17	4.6	8	-2	37*	20
COc1cccc(-c2ccc(C#N)c(SCC(=O)NCCc3ccccc3)n2)c1	-6	13	3	3	2.3	-2	16	-3	19
CCOC(=O)c1ccc(NC(=O)NCc2ccccn2)cc1	1	-13	5	2	2.8	-5	-8	-1	-10
CN(C)S(=O)(=O)c1ccc(C(=O)NCc2nc3ccccc3s2)cc1	10	13	4	-7	1.2	-33	3	-4	-16
COC(=O)CN=Cc1c(O)n(-c2ccc(Cl)cn2)c(=O)c2ccccc12	-1	10	-1	8	-2.3	1	-1	1	2
COC(=O)c1nc(-c2ccccc2)oc1N1CCOCC1	4	15	-23	-5	-1.5	8	3	-1	-6
C/C=C(\C)CN1CCC(n2nccc2NC(=O)c2ccc3c(c2)OCO3)CC1	3	9	4	4	-1.6	-2	-25	-5	17
O=C(c1ccccc1)C1CN(c2ccccc2)CC1c1ccc(Cl)cc1 (configuration not stated)	2	4	8	17	-0.3	12	23	-4	23
CCOc1cc(/C=N/NC(=O)CN(CCc2ccccc2)S(=O)(=O)c2ccc(NC(C)=O)cc2)ccc1O	2	-11	6	0	-0.5	6	16	2	4
Cc1cccc(C(=O)Nc2ccnc(-c3cccnc3)n2)c1	2	20	1	-2	0.6	2	20	0	16
CCOC(=O)c1sc(C)c(C(=O)NC2CCCCC2)c1N	4	-36	0	1	1.0	0	-25	2	-13
CN(c1cccc(NC(=O)CCSc2ccccc2)c1)S(C)(=O)=O	-4	-18	3	0	0.8	-15	13	3	-4
CCOc1ccccc1NS(=O)(=O)c1ccc2[nH]c(=O)[nH]c2c1	2	16	12	-2	1.6	10	5	2	-2
N#CC(C#N)=C1C=CC=CN1/C(=C\c1ccco1)C(=O)c1ccc(Cl)cc1	103*	.	117*	74*	.	.	.	.	31
CC(=O)Nc1ccc(Nc2nc(-c3sc(NC(C)=O)nc3C)cs2)cc1	-1	58*	13	-1	2.2	22	41*	-5	-22

# Quoted at random: 2 records from the list.
Structure	CXCR6 inh	Mdm2-MdmX inh	CCR6 antag	EBI2 antag	CHOP UPR activ	Jurkat NFkB inh	697 NFkB inh	UPR XBP1 act	Gli-Sufu block
COC(=O)CN=Cc1c(O)n(-c2ccc(Cl)cn2)c(=O)c2ccccc12	-1	10	-1	8	-2.3	1	-1	1	2
Cn1c(SCC(=O)Nc2ccc(NC(=O)c3cccc(F)c3)cc2)nnc1-c1ccncc1	-6	26	13	0	0.5	-2	-1	2	9

# (continued)
Structure	CXCR6 inh	Mdm2-MdmX inh	CCR6 antag	EBI2 antag	CHOP UPR activ	Jurkat NFkB inh	697 NFkB inh	UPR XBP1 act	Gli-Sufu block
CCc1ccc(NC(=O)Cc2c(C(=O)O)n(C)c3ccccc23)cc1	1	-34	-4	-1	1.1	-12	8	0	1
Nc1nc2ccc(Cc3ccncc3)cc2s1	4	2	5	7	4.5	-23	-19	6	-21
CCOc1nc(NC(=O)NC(=O)c2ccccc2)nc(-c2ccccc2)n1	4	29	15	8	4.7	3	-9	1	6
CCc1c(C(=O)NCCc2cccc(C)c2)[nH]c(C)c1C(C)=O	-1	29	3	13	0.6	-16	-23	1	-3
CCOc1cc(S(=O)(=O)N(CC)CC)ccc1F	2	-5	-3	-3	-1.6	-3	-1	0	-4
CC(C)NCc1cc(Br)ccc1OCc1ccccc1	-5	29	14	3	-0.8	-13	-19	-2	10
Cc1ccccc1C(=O)Nc1ccc2nc3n(c(=O)c2c1)CCC3	12	-18	-9	-10	2.3	-7	4	1	4
CN(CC(=O)Nc1ccc(Cl)c(C(F)(F)F)c1)C(=O)c1cc(=O)c2ccccc2o1	-8	40	9	2	0.3	-4	0	-3	-2
Cc1ccccc1OCC(=O)OC(C)C(=O)NC1CCCC1 (configuration not stated)	1	14	11	2	-0.5	2	-11	-2	-4
O=C(O)CC1Sc2nnc(COc3ccc(Cl)cc3)n2N=C1c1ccccc1 (configuration not stated)	8	-14	11	8	2.1	9	2	-1	2
CCC(=O)Oc1ccc2c(C)c(Cl)c(=O)oc2c1	-17	22	13	-17	-0.9	0	-7	-1	3
CC1CCc2cc(F)ccc2N1C(=O)C12CCC(C)(C(=O)O1)C2(C)C (configuration not stated)	-2	7	5	3	1.1	21	1	0	-6
Cn1c(CN2CCCC2)nc2cc(NS(=O)(=O)c3ccccc3)ccc21	1	-8	-1	-2	-1.4	14	6	0	-1
CC(C)(C)N1C(=O)[C@H]2[C@@H](c3ccc(Br)cc3)N3C(=O)N(c4cccc(Cl)c4)C(=O)[C@@]3(C)[C@H]2C1=O	2	11	0	-11	-1.1	19	14	-1	-7
O=C(CCCn1nnc2ccccc2c1=O)N[C@@H](Cc1ccccc1)C(=O)O	-2	-10	0	0	-0.7	-14	2	-1	4
CCC(=O)c1ccc(N2CCN(C(=O)COc3ccc(F)cc3)CC2)c(F)c1	-10	20	17	25	-1.8	27	4	-1	2
CN(C)S(=O)(=O)c1ccc(NC(=O)CN2CCOCC2)cc1	-3	-13	-7	-1	2.3	5	21	1	4
CCOc1ccc(-c2cc(CCCC(=O)NCCc3ccc(OC)c(OC)c3OC)no2)cc1	9	-3	3	13	-3.7	-10	37*	-1	14
c1ccc(-c2cc(-c3nn4c(-c5ccco5)nnc4s3)c3ccccc3n2)cc1	6	34	2	-4	0.3	3	16	0	45
COC(C/C=C/[C@H](O)COCc1ccccc1)OC	2	5	14	6	-0.7	11	19	-2	-9
Cn1c(SCC(=O)NC2CCCC2)nnc1-c1cccs1	-6	16	14	-9	1.4	8	1	2	9
Cn1c(SCC(=O)NCCc2ccccc2)ncc(C(=O)Nc2ccccc2)c1=O	6	5	2	27	2.7	6	4	0	8
Cc1noc(C(=O)Nc2ccc3c(c2)OCO3)c1Cl	-1	-48	6	-8	7.5	-39	-60	8	-57
O=C(COc1ccc(-c2nnco2)cc1)NC1CCCc2ccccc21 (configuration not stated)	-1	2	3	-13	1.2	10	-12	-2	3

# In a second layout: entries from further up
Compound: CCC(=O)c1ccc(N2CCN(C(=O)COc3ccc(F)cc3)CC2)c(F)c1
  CXCR6 inh: -10	Mdm2-MdmX inh: 20	CCR6 antag: 17	EBI2 antag: 25	CHOP UPR activ: -1.8	Jurkat NFkB inh: 27	697 NFkB inh: 4	UPR XBP1 act: -1	Gli-Sufu block: 2

Compound: Cn1c(SCC(=O)NCCc2ccccc2)ncc(C(=O)Nc2ccccc2)c1=O
  CXCR6 inh: 6	Mdm2-MdmX inh: 5	CCR6 antag: 2	EBI2 antag: 27	CHOP UPR activ: 2.7	Jurkat NFkB inh: 6	697 NFkB inh: 4	UPR XBP1 act: 0	Gli-Sufu block: 8

# More entries
Structure	CXCR6 inh	Mdm2-MdmX inh	CCR6 antag	EBI2 antag	CHOP UPR activ	Jurkat NFkB inh	697 NFkB inh	UPR XBP1 act	Gli-Sufu block
CCn1nc(C)c(Br)c1-c1nc(-c2ccc(C)cc2)no1	-7	-53	6	12	6.9	2	-19	3	5
COc1ccc(OC)c(CN2CCN(C(=O)c3cccc(S(=O)(=O)Nc4ccc(C)cc4)c3)CC2)c1	-6	16	13	4	-0.7	16	-36	-4	20
COc1ccc(CN(C)C(=O)c2ccccc2OCc2c(C)noc2C)cc1OC	1	-20	4	1	0.2	-4	9	1	4
Cc1cc(=O)oc2cc(OCC(=O)OCc3nnc(-c4ccccc4)o3)ccc12	-2	18	-22	-8	-1.2	-17	9	-1	-4
CC(C)Sc1nc2c(c(=O)[nH]1)C(c1cccs1)C1=C(CC(C)(C)CC1=O)N2 (configuration not stated)	0	27	2	-8	-0.2	-2	11	-2	-3
Cc1cc(C)c(C(=O)Nc2ccccc2)c(CC(C)(C)C(=O)O)c1	10	8	1	-8	0.2	5	-8	-4	-2
COc1cc2c(cc1OC)C1(CCCC1)C(N)=C2C#N	-13	35	-9	-13	-3.7	-3	16	0	-5
O=C(Nc1cccc2ccccc12)/C(=C/c1cccc([N+](=O)[O-])c1)NC(=O)c1cccs1	-1	32	11	3	8.6	-8	-15	-1	5
COc1ccc(OC)c(NC(=O)CCN2CCN(c3ccccc3)CC2)c1	5	-7	1	0	-0.4	20	0	-1	4
CCOc1ccccc1N1C(=O)CN(Cc2ccc(OC)c(OC)c2)C1=S	-4	2	4	13	-0.6	-27	-13	-2	4
C=CCn1c(C(C)NC(=O)C(C)(C)C)nc2ccccc21 (configuration not stated)	-2	23	-4	-6	2.0	-9	18	0	4
Cc1cc(C(=O)COc2cccc3cccnc23)c(C)n1C	6	-9	2	2	1.1	12	-48	4	6
COc1ccc(/C=C/C(=O)Nc2ccc(C(N)=O)cc2)cc1OC	-3	15	-2	4	-0.4	-12	-2	1	6
COc1ccc(N2CCN(C(=S)NC(=O)c3cccs3)CC2)c([N+](=O)[O-])c1	22	-1	45	4	0.7	-6	12	-2	-7

# Reformatted: results already given.
CC(C)Sc1nc2c(c(=O)[nH]1)C(c1cccs1)C1=C(CC(C)(C)CC1=O)N2 (configuration not stated)
  CXCR6 inh = 0 | Mdm2-MdmX inh = 27 | CCR6 antag = 2 | EBI2 antag = -8 | CHOP UPR activ = -0.2 | Jurkat NFkB inh = -2 | 697 NFkB inh = 11 | UPR XBP1 act = -2 | Gli-Sufu block = -3
Cc1cc(C)c(C(=O)Nc2ccccc2)c(CC(C)(C)C(=O)O)c1
  CXCR6 inh = 10 | Mdm2-MdmX inh = 8 | CCR6 antag = 1 | EBI2 antag = -8 | CHOP UPR activ = 0.2 | Jurkat NFkB inh = 5 | 697 NFkB inh = -8 | UPR XBP1 act = -4 | Gli-Sufu block = -2
COc1cc2c(cc1OC)C1(CCCC1)C(N)=C2C#N
  CXCR6 inh = -13 | Mdm2-MdmX inh = 35 | CCR6 antag = -9 | EBI2 antag = -13 | CHOP UPR activ = -3.7 | Jurkat NFkB inh = -3 | 697 NFkB inh = 16 | UPR XBP1 act = 0 | Gli-Sufu block = -5
O=C(Nc1cccc2ccccc12)/C(=C/c1cccc([N+](=O)[O-])c1)NC(=O)c1cccs1
  CXCR6 inh = -1 | Mdm2-MdmX inh = 32 | CCR6 antag = 11 | EBI2 antag = 3 | CHOP UPR activ = 8.6 | Jurkat NFkB inh = -8 | 697 NFkB inh = -15 | UPR XBP1 act = -1 | Gli-Sufu block = 5

# Screens: PubChem BioAssay, Sanford-Burnham Center for Chemical Genomics

# This is a random part of the collection. Share with any hit: about 5%.
